PhoP GFP inhibition: PhoP regulon inhibitors, Salmonella typhi PhoP promoter GFP reporter, confirmatory (AID 1850). Salmonella Typhi PhoP-promoter GFP reporter, fluorescence, 4 h; higher % means a stronger effect. inhibition, % at 50 µM, or IC50 in µM where a hit was titrated. 310,000 compounds, 0.33% hits; in the data active means a potency from the dose series; inconclusive means inhibition mostly from about 25% at the one dose, without a potency; inactive means the rest, 99 in 100 with inhibition below about 19%;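 further: 0% = induced wells with vehicle and 100% = uninduced wells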
H1N1 NS1A inhibition: H1N1 influenza NS1A inhibitors, functional cell based assay (AID 504329). 340,000 compounds, 0.3% hits. NS1A functional cell-based assay, percent inhibition; higher % means a stronger effect. inhibition, % at 12.5 µM, or IC50 in µM where a hit was titrated; in the data active means a potency from the dose series; inconclusive means inhibition above about 27% without an active follow-up result; further: strong numbers were not always called active
M. tuberculosis: growth inhibition of non-replicating M. tuberculosis (AID 488890) | Mycobacterium tuberculosis non-replicating, growth inhibition; higher % means a stronger effect | inhibition, % at 25 µM, or IC50 in µM where a hit was titrated | 320,000 compounds, 0.39% hits; in the data active means a potency from the dose series; inconclusive means inhibition mostly from about 82% at the one dose, without a potency; inactive means the rest, 99 in 100 with inhibition below about 76%;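 further: plate controls were DMSO cells for no effect and high antibiotic wells for full effect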
inhibitors of VEEV: inhibitors of VEEV TC-83 cytopathic effect, confirmation, Vero cells (AID 588727) | Vero cells, VEEV TC-83 cytopathic effect inhibition; higher % means a stronger effect | inhibition, % at 20 µM; hits with a dose series show IC50 in µM | 350,000 compounds, 0.13% hits; in the data active means a potency from the dose series; inconclusive means inhibition mostly from about 14% at the one dose, without a potency; inactive means the rest, 99 in 100 with inhibition below about 12%; further: strong numbers were not always called active
M. tuberculosis HTS: M. tuberculosis growth inhibition, HTS (AID 449762); M. tuberculosis H37Rv growth inhibition, 7H9 media; higher % means a stronger effect; one-dose inhibition, % at 25 µM; IC50 in µM for titrated hits; 330,000 compounds, 0.59% hits; in the data active means a potency from the dose series; inconclusive means inhibition above about 70% without an active follow-up result;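 further: bacterial growth assessed after seven days of incubation; strong numbers were not always called active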
inhibitors of VEEV 10K pilot screen: also measured in inhibitors of VEEV; calls as there; inhibition, %; measured here: 10K pilot screen inhibition
* hit, by the source's call; i = inactive; ? = inconclusive; / = no result given. An unsorted share of the library. About 1.6% of those tested had a hit in this group.

SMILES	PhoP GFP inhibition	H1N1 NS1A inhibition	M. tuberculosis	inhibitors of VEEV	M. tuberculosis HTS	others
Cc1ccc(NC(=O)N2CCC(O)(c3cccnc3)CC2)cc1	-7%	-13%	0%	1.3%	-5%
Cc1nc(-c2ccc(C(F)(F)F)cc2)sc1C(=O)NN	3%	-20%	i	13%	6%
COC(=O)c1ccccc1NC(=O)c1cnn2c(C)cc(C)nc12	-10%	-3%	48%	0.0%	-5%
Cc1cc(C(=O)NNC(=O)C(CCC(N)=O)NS(=O)(=O)c2ccc(Cl)cc2)c(C)o1 (stereo not drawn)	/	-2%	-14%	1.1%	-4%
CCN(CC)c1ccc(NC(=O)/C=C\c2ccccc2Cl)cc1	0%	-4%	-6%	1.1%	-6%
COc1ccc(CC(=O)N(C)Cc2ccc(Cl)cc2)cc1S(=O)(=O)N1CCOCC1	-2%	9%	6%	3.5%	-12%
CCCNC(=O)C(Cc1ccccc1F)NC(=O)c1ccc(C#N)cc1 (stereo not drawn)	/	4%	-6%	0.1%	-7%
Cn1c(O)c(C=NC2CC(C)(C)NC(C)(C)C2)c(=O)n(C)c1=O	-2%	5%	-6%	0.1%	-6%
COc1cc(/C=C/C(=O)c2ccc(O)cc2)ccc1OCC#N	-1%	8%	43%	5.2%	59%
Cc1ccc(NC(=O)C(c2ccccc2)c2ccccc2)c(O)c1	8%	9%	8%	4.6%	11%
CC[C@]12c3[nH]c4cc(CCC(=O)N(C)C)ccc4c3CCN1C(=O)[C@@H](CC(=O)NCCC1=CCCCC1)C[C@@H]2C(=O)N1CCN(C(=O)c2ccco2)CC1	/	-3%	/	0.5%	/
CC(C)=CCC/C(C)=C/C=N/NC(=O)c1cccc([N+](=O)[O-])c1	11%	-5%	?	0.8%	?
CC1CC(C)CN(C(=O)CCCn2c(=S)[nH]c3ccccc3c2=O)C1 (stereo not drawn)	-4%	-14%	38%	3.4%	-5%
CCOc1ccc(Br)cc1S(=O)(=O)Nc1ccc(C(=O)OCC(=O)N(C)c2ccccc2)cc1	4%	-7%	-14%	1.4%	9%
COc1ccc(N=c2oc3ccccc3cc2C(=O)Nc2ccccn2)cc1OC	-5%	/	42%	/	1%
CN(C)S(=O)(=O)N1CCC(n2nccc2NC(=O)CCCc2ccccc2)CC1	-1%	1%	5%	4.0%	2%
CC(C)c1ccc(S(=O)(=O)Nc2ccc(SC(F)F)cc2)cc1	2%	1%	19%	0.3%	8%
O=C(COc1ccccc1-c1ccccc1)c1ccccc1	16%	-10%	/	0.5%	7%
CCOC(=O)C1=C(C)N(C)C(=O)NC1c1cc2c(cc1[N+](=O)[O-])OCO2 (stereo not drawn)	-7%	-12%	-1%	0.8%	-13%
Cc1ccc(N2CC(C(=O)Nc3nnc(SCCN4CCOCC4)s3)CC2=O)cc1C (stereo not drawn)	-4%	-1%	9%	10%	1%
COc1cccc(Nc2ncnc3onc(-c4ccccc4OC)c23)c1	5%	-5%	0%	11%	1%	inhibitors of VEEV 10K pilot screen=2.5
O=C(O)CN1CCNCCN(CC(=O)O)CCNCC1	/	1%	/	0.1%	/
COc1ccc(-c2oc3ncn4nc(COc5ccccc5)nc4c3c2-c2ccc(OC)cc2)cc1	10%	-5%	0%	1.4%	6%
CC(C)Nc1nc(-c2ccccn2)nc(-c2ccccc2)c1C#N	5%	1%	53%	2.9%	-1%
Cc1nc(SCC(=O)NCCc2ccccc2)nc(C)c1C	6%	9%	5%	0.5%	2%

Structures listed so far with a Cl atom, in the order listed:
SMILES	PhoP GFP inhibition	H1N1 NS1A inhibition	M. tuberculosis	inhibitors of VEEV	M. tuberculosis HTS	others
Cc1cc(C(=O)NNC(=O)C(CCC(N)=O)NS(=O)(=O)c2ccc(Cl)cc2)c(C)o1 (stereo not drawn)	/	-2%	-14%	1.1%	-4%
CCN(CC)c1ccc(NC(=O)/C=C\c2ccccc2Cl)cc1	0%	-4%	-6%	1.1%	-6%
COc1ccc(CC(=O)N(C)Cc2ccc(Cl)cc2)cc1S(=O)(=O)N1CCOCC1	-2%	9%	6%	3.5%	-12%

Entries listed so far that have an aryl thioether with sulfur outside any ring:
SMILES	PhoP GFP inhibition	H1N1 NS1A inhibition	M. tuberculosis	inhibitors of VEEV	M. tuberculosis HTS	others
CC(C)c1ccc(S(=O)(=O)Nc2ccc(SC(F)F)cc2)cc1	2%	1%	19%	0.3%	8%
Cc1ccc(N2CC(C(=O)Nc3nnc(SCCN4CCOCC4)s3)CC2=O)cc1C (stereo not drawn)	-4%	-1%	9%	10%	1%
Cc1nc(SCC(=O)NCCc2ccccc2)nc(C)c1C	6%	9%	5%	0.5%	2%

Arranged by formula weight (falling): 5 of the compounds above.
SMILES	PhoP GFP inhibition	H1N1 NS1A inhibition	M. tuberculosis	inhibitors of VEEV	M. tuberculosis HTS	others
CCOc1ccc(Br)cc1S(=O)(=O)Nc1ccc(C(=O)OCC(=O)N(C)c2ccccc2)cc1	4%	-7%	-14%	1.4%	9%
COc1ccc(-c2oc3ncn4nc(COc5ccccc5)nc4c3c2-c2ccc(OC)cc2)cc1	10%	-5%	0%	1.4%	6%
CN(C)S(=O)(=O)N1CCC(n2nccc2NC(=O)CCCc2ccccc2)CC1	-1%	1%	5%	4.0%	2%
CC1CC(C)CN(C(=O)CCCn2c(=S)[nH]c3ccccc3c2=O)C1 (stereo not drawn)	-4%	-14%	38%	3.4%	-5%
Cc1ccc(NC(=O)N2CCC(O)(c3cccnc3)CC2)cc1	-7%	-13%	0%	1.3%	-5%

Following part.
SMILES	PhoP GFP inhibition	H1N1 NS1A inhibition	M. tuberculosis	inhibitors of VEEV	M. tuberculosis HTS	others
CCOC(=O)/C(C#N)=C1\C=CN(C)C(C)=N1	1%	-1%	-2%	2.8%	1%
Nn1c(Cc2ccc(F)cc2)n[nH]c1=S	-4%	8%	0%	0.8%	-5%
COc1ccc(NC(=O)N2CCN(c3nc4ccccc4n3C(C)C)CC2)cc1	3%	-11%	10%	2.0%	6%
CC(C)CNC(=S)N1CCC(C(=O)c2ccc3c(c2)OCCO3)CC1	16%	3%	23%	1.7%	8%
CCc1ccc(-n2cnc3cc(C(=O)NCC(OC)OC)ccc32)cc1	0%	-29%	7%	0.4%	7%
CC(=O)N1CCc2cc(S(=O)(=O)NC(C)c3ccccc3)ccc21 (stereo not drawn)	-4%	-15%	7%	2.9%	-6%
Cc1ccc(/C(N)=N/OC(=O)c2ccc(F)cc2)cc1	3%	-6%	50%	1.0%	4%
CCC(C)Sc1cc(-c2nc3ccccn3c2NC2CCCCC2)ccc1OC (stereo not drawn)	-2%	9%	37%	1.6%	?
CCNC(=O)N1CCOCC1	-14%	5%	11%	0.1%	6%
O=[N+]([O-])c1ccc(CN2CCN(c3ccccc3)CC2)o1	-3%	-1%	0.64µM*	0.8%	?
COc1ccc(N2CCN(CC(=O)Nc3ccc(-n4cnnn4)cc3)CC2)cc1	0%	5%	3%	0.8%	11%
CCOc1ccc(NC(=O)N(C2CCCCC2)C(C)c2ccncc2)cc1 (stereo not drawn)	3%	4%	66%	i	96%
COc1ccc(NC(=S)N2CCC(C(=O)c3ccc(OC)cc3)CC2)cc1	-6%	-1%	40%	i	-1%
O=C(/C=C/Nc1ccc(S(=O)(=O)Nc2cnc3ccccc3n2)cc1)c1cccnc1	9%	-5%	74%	7.2%	4%
CCC1=Nc2cc(C(=O)N3CCC4(CC3)OCCO4)ccc2Sc2ccccc21	-2%	-1%	10%	1.8%	2%
O=C(OCc1nc2ccc(Cl)cc2n1CCO)c1ccc(O)cc1	-6%	4%	13%	1.0%	-3%
COC(=O)CNC(=O)COC(=O)/C=C/c1cccs1	2%	-20%	/	i	-7%
Cn1c(=O)[nH]c(=O)c2c1nc(Sc1ccccc1)n2CCc1ccccc1	6%	0%	/	0.7%	-11%
COc1cccc(CC(=O)NNC(=O)c2ccc3c(c2)OCO3)c1	-6%	-11%	51%	i	-9%
O=C(O)Cn1cnc2scc(-c3cccs3)c2c1=O	-3%	1%	-6%	i	-3%
Cc1ccc(OCC(=O)N2CCN(C(=O)CCC3CCCC3)CC2)cc1	-4%	0%	19%	1.1%	1%
COc1ccc(C(=O)Oc2c(OC)cc(C(=S)N3CCOCC3)cc2OC)cc1OC	-7%	4%	0%	i	6%
CCOCCCNC(=O)c1c[nH]c2c(CC)cccc2c1=O	-5%	-9%	-39%	1.5%	-9%
O=C(Nc1ccccc1F)C1CCN(C(=O)NC2CCCCC2)CC1	3%	10%	4%	1.9%	-1%
Cc1ccc(C(=O)N(C)CC(=O)Nc2cccc(F)c2)cc1S(=O)(=O)N1CCCCC1	4%	-2%	-6%	5.7%	-4%
Next part
SMILES	PhoP GFP inhibition	H1N1 NS1A inhibition	M. tuberculosis	inhibitors of VEEV	M. tuberculosis HTS	others
Cc1ccc(-c2nc(S(=O)(=O)c3ccc(C)cc3)c(N3CCOCC3)o2)cc1	8%	3%	0%	i	2%
O=C(CCCOc1ccc(Cl)cc1Cl)Nc1cccnc1	9%	-17%	43%	i	3%
CCOP1(=O)C=C(Sc2ccc([N+](=O)[O-])cc2[N+](=O)[O-])C(C)(C)O1 (stereo not drawn)	/	-3%	/	0.1%	/
COc1ccccc1NC(=O)C(C)OC(=O)CCCN=C1NS(=O)(=O)c2ccccc21 (stereo not drawn)	15%	-3%	1%	2.2%	-7%
COc1ccc(NC(=O)COc2nc(N(C)C)nc(N(C)C)n2)cc1	6%	-17%	-5%	1.9%	-8%
COCCSc1ccccc1C(=O)NCC1CCCO1 (stereo not drawn)	7%	6%	-3%	0.1%	-3%
Cc1c(C(=O)N/N=C/c2cccc(O)c2)nnn1-c1nonc1N	-12%	-3%	-28%	1.2%	1%
CN(C)C=NC(=O)/C(C#N)=C1\CCc2ccccc2N1	3%	-1%	3%	0.8%	-6%
COc1ccc(CN(C)C(=O)c2cccc(S(=O)(=O)N3CCCc4ccccc43)c2)c(OC)c1OC	/	-5%	/	7.3%	/
O=C(Cc1ccc([N+](=O)[O-])cc1)Nc1cccc(C(=O)N2CCCC2)c1	/	7%	11%	0.4%	-1%
COc1ccc(NC(=O)c2ccc3ncsc3c2)cc1	11%	-1%	3%	0.8%	4%
O=C(NC1CCS(=O)(=O)C1)c1cccc(Br)c1 (stereo not drawn)	7%	-4%	-8%	0.8%	3%
COc1cccc(/C=C/C(=O)OCC(=O)NC2CCCCCCC2)c1	/	1%	?	3.8%	?
Cc1ccc2nc(Nc3nc(CSc4nnnn4-c4ccccc4)cc(=O)[nH]3)nc(C)c2c1	5%	1%	-4%	i	7%
CCC(C(=O)Nc1ccccc1C(=O)N1CCCC1)N1C(=O)c2ccccc2C1=O (stereo not drawn)	-5%	-4%	4%	i	-5%
CC(=O)c1nn(-c2cccc(Br)c2)cc1C(=O)c1cccc2ccccc12	0%	1%	-5%	i	3%
CCN(CC)C(=O)COc1ccc2oc(C)c(C(=O)OC(C)C)c2c1	-7%	0%	0%	2.5%	-7%
O=S(=O)(Nc1ccccc1N1CCCCC1)c1ccccc1	-4%	-2%	54%	i	8%
O=C(/C=C/c1cccc([N+](=O)[O-])c1)NCCSCc1cccc(Cl)c1	-4%	5%	71%	0.8%	28%
O=[N+]([O-])c1cc(/C=N/O)ccc1SCc1ccccc1	0%	7%	6%	i	-6%	inhibitors of VEEV 10K pilot screen=1.5
CCc1ccc(NC(=O)COc2ccc3c(c2)OCO3)cc1	-7%	-6%	5.3µM*	0.8%	?
COc1ccc2c(c1)c(C(=O)N/N=C/c1ccc(Br)cc1)c(C)n2C	1%	2%	-6%	9.6%	8%
